Screening results deposited in PubChem BioAssay by Broad Institute.
TcdB inh = inhibitors of Clostridioides difficile toxin B glycohydrolase. TcdB glycohydrolase enzymatic assay, plate reader. 0.24% of 350,000 active. P18177. AID 652162. inhibition, % at 9.99 µM; in the data active = inhibition above about 10%
An asterisk follows results filed as active. An excerpt, so the mix of outcomes need not match the whole.

SMILES	TcdB inh
COc1cccc(-c2cnc3c(c2)C(=O)N([C@H](C)CO)C[C@@H](C)[C@@H](CN(C)C(=O)Nc2ccccc2F)O3)c1	2.0
O=C(N[C@@H]1CC[C@H](CCNS(=O)(=O)c2ccc(F)cc2)O[C@@H]1CO)C1CCC1	0.8
C[C@@H]1CN([C@@H](C)CO)S(=O)(=O)c2ccc(C#CC3CC3)cc2O[C@H]1CN(C)C(=O)c1ccccc1	0.9
O=C(c1cccc(F)c1)N1C[C@H]2[C@@H](c3ccccc31)[C@@H](CO)N2C(=O)c1ccccn1	0.7
CO[C@@H]1CN(C)C(=O)c2cc(NC(=O)NC(C)C)ccc2OC[C@@H](C)N(CC2CC2)C[C@H]1C	-1.1
C[C@@H]1CN([C@H](C)CO)C(=O)Cc2cc(NS(C)(=O)=O)ccc2O[C@@H]1CN(C)S(=O)(=O)c1cccs1	2.6
CCS(=O)(=O)Nc1ccc2c(c1)C(=O)N(C)[C@H]1CC[C@@H](CC(=O)NCc3ccc(OC)cc3)O[C@@H]1CO2	-0.3
CO[C@H]1CN(C)C(=O)c2cc(NC(=O)NC(C)C)ccc2OC[C@@H](C)N(Cc2ccc(-c3ccccn3)cc2)C[C@@H]1C	-0.2
Cc1ccc(S(=O)(=O)Nc2ccc3c(c2)CC(=O)N([C@@H](C)CO)C[C@@H](C)[C@@H](CN(C)Cc2ccccc2)O3)cc1	-2.1
CCCC#Cc1ccc([C@@H]2[C@@H](C#N)N(C(=O)C3CC3)[C@@H]2CO)cc1	-0.8
CC(C)NC(=O)N1CC2(C1)[C@@H](c1ccccc1)[C@@H](CO)N2CCC(F)(F)F	0.0
CNC[C@H]1OCCCC[C@@H](C)Oc2ccc(NS(=O)(=O)c3ccc(C)cc3)cc2C(=O)N([C@H](C)CO)C[C@@H]1C	0.0
C[C@@H]1CN([C@H](C)CO)C(=O)c2cc(NC(=O)Nc3ccc(F)cc3)ccc2O[C@@H]1CN(C)Cc1ccc(-c2ccccc2)cc1	0.3
CN1C[C@H]2[C@@H](c3ccccc31)[C@@H](CO)N2S(=O)(=O)c1ccccc1	0.1
COC(=O)C[C@@H]1C=C[C@@H](NC(=O)Nc2ccc(C(F)(F)F)cc2)[C@H](CO)O1	0.5
C/C=C/c1ccc2c(c1)O[C@@H](CN(C)S(C)(=O)=O)[C@@H](C)CN([C@H](C)CO)S2(=O)=O	0.1
Cc1cccc(S(=O)(=O)N2[C@@H]3c4ccc(-c5ccccc5)c(=O)n4C[C@H]2[C@H](CO)[C@H]3C(=O)O)c1	-0.8
COCC#Cc1ccc2c(c1)O[C@H](CN(C)Cc1ccccc1)[C@@H](C)CN([C@H](C)CO)S2(=O)=O	0.0
C[C@@H]1CN([C@H](C)CO)C(=O)c2cc(C#Cc3ccccc3F)cnc2O[C@@H]1CN(C)S(=O)(=O)c1ccccc1	-0.8
N#C[C@H]1[C@@H](c2ccc(C3=CCCC3)cc2)[C@@H](CO)N1C(=O)Nc1ccccc1F	-1.9
CCS(=O)(=O)Nc1ccc2c(c1)C(=O)N(C)[C@@H]1CC[C@@H](CC(=O)NCCOC)O[C@H]1CO2	-0.1
O=C(C[C@@H]1C[C@H]2c3cc(NS(=O)(=O)c4ccc(F)cc4)ccc3O[C@H]2[C@H](CO)O1)NCc1cccc(F)c1	0.3
C[C@@H]1CCCCO[C@H](CN(C)C(=O)CCCN(C)C)[C@@H](C)CN([C@H](C)CO)C(=O)c2cc(NC(=O)c3ccccc3)ccc2O1	0.1
CO[C@H]1CN(C)C(=O)c2cc(NS(C)(=O)=O)ccc2OC[C@@H](C)N(C(=O)C2CC2)C[C@@H]1C	1.1
Cc1ccc(S(=O)(=O)N(C)C[C@H]2Oc3ncc(Br)cc3C(=O)N([C@@H](C)CO)C[C@H]2C)cc1	-1.1
COC(=O)[C@H]1[C@H](CO)[C@H]2Cn3c(ccc(/C=C/c4ccccc4)c3=O)[C@H]2N1C(=O)C1CCCC1	-0.2
O=C(Nc1ccccc1Cl)N1C[C@H]2[C@@H](c3ccccc31)[C@@H](CO)N2Cc1ccccc1	-0.3
O=C(NCC1CC1)[C@H]1[C@H](CO)[C@H]2Cn3c(ccc(-c4cccnc4)c3=O)[C@@H]1N2C(=O)C1CC1	0.3
COc1ccc2c3c(n(C)c2c1)[C@H](CO)N(Cc1cc(F)ccc1F)CC31CN(C(=O)C2CC2)C1	-0.6
COc1ccc(NC(=O)Nc2ccc3c(c2)C(=O)N([C@H](C)CO)C[C@@H](C)[C@H](CN(C)S(=O)(=O)c2ccc(Cl)cc2)OCCCC[C@@H](C)O3)cc1	-5.5
C[C@@H]1CN([C@@H](C)CO)S(=O)(=O)c2ccc(Br)cc2O[C@H]1CN(C)S(C)(=O)=O	0.6
C[C@H](NC(=O)[C@H]1[C@H](CO)[C@H]2Cn3c(ccc(-c4cccc(F)c4)c3=O)[C@H]2N1C)c1ccccc1	-0.3
C[C@@H]1CN([C@H](C)CO)C(=O)c2cc(NC(=O)CCN3CCOCC3)ccc2O[C@H]1CN(C)S(=O)(=O)c1ccccc1	-0.1
Cc1noc(C)c1NC(=O)Nc1cccc2c1O[C@@H](CN(C)C(=O)Nc1c(C)noc1C)[C@H](C)CN([C@@H](C)CO)C2=O	-1.2
COc1cccc(-c2ccc([C@@H]3[C@@H](CO)N4CCCCN(S(=O)(=O)c5cn(C)cn5)C[C@@H]34)cc2)c1	-0.4
Cc1ccc(S(=O)(=O)N(C)C[C@H]2Oc3c(NS(=O)(=O)c4ccccc4)cccc3C(=O)N([C@H](C)CO)C[C@@H]2C)cc1	-0.2
CNC[C@@H]1Oc2cc(-c3cccc(C(=O)N(C)C)c3)ccc2S(=O)(=O)N([C@@H](C)CO)C[C@H]1C	-0.6
C[C@H](CO)N1C[C@H](C)[C@@H](CN(C)C(=O)Nc2ccc(C(F)(F)F)cc2)Oc2c(NC(=O)CCCCCC(=O)Nc3ccccc3N)cccc2C1=O	-0.8
Cc1cccc(S(=O)(=O)N2CCCCN3[C@H](CO)[C@H](c4ccc(-c5ccccc5)cc4)[C@H]3C2)c1	0.0
O=C(c1cccc(F)c1)N1CCCCN2[C@@H](CO)[C@@H](c3ccc(C#CC4(O)CCCC4)cc3)[C@@H]2C1	-0.9
O=S(=O)(c1cccc(F)c1)N1CC[C@H]2[C@H](CO)Nc3ccc(C#Cc4ccccc4F)cc3[C@H]21	0.9
COCC#Cc1ccc2c(c1)O[C@@H](CN(C)Cc1ccc(F)cc1)[C@@H](C)CN([C@@H](C)CO)S2(=O)=O	0.8
CC(C)CC#Cc1ccc2c(c1)O[C@H](CN(C)C(=O)c1ccccc1)[C@H](C)CN([C@H](C)CO)S2(=O)=O	0.7
CCCC(=O)N1CC2(C1)CN(C(=O)C1CCCC1)[C@@H](CO)c1[nH]c3cc(OC)ccc3c12	-0.3
COc1ccccc1C#Cc1ccc([C@@H]2[C@H]3CN(S(C)(=O)=O)CCCCN3[C@H]2CO)cc1	-0.2

Part of the list above in order of SMILES length, high to low.
SMILES	TcdB inh
C[C@H](CO)N1C[C@H](C)[C@@H](CN(C)C(=O)Nc2ccc(C(F)(F)F)cc2)Oc2c(NC(=O)CCCCCC(=O)Nc3ccccc3N)cccc2C1=O	-0.8
Cc1noc(C)c1NC(=O)Nc1cccc2c1O[C@@H](CN(C)C(=O)Nc1c(C)noc1C)[C@H](C)CN([C@@H](C)CO)C2=O	-1.2
C[C@@H]1CN([C@H](C)CO)C(=O)c2cc(NC(=O)CCN3CCOCC3)ccc2O[C@H]1CN(C)S(=O)(=O)c1ccccc1	-0.1
COc1cccc(-c2ccc([C@@H]3[C@@H](CO)N4CCCCN(S(=O)(=O)c5cn(C)cn5)C[C@@H]34)cc2)c1	-0.4
CC(C)CC#Cc1ccc2c(c1)O[C@H](CN(C)C(=O)c1ccccc1)[C@H](C)CN([C@H](C)CO)S2(=O)=O	0.7
COCC#Cc1ccc2c(c1)O[C@@H](CN(C)Cc1ccc(F)cc1)[C@@H](C)CN([C@@H](C)CO)S2(=O)=O	0.8
O=C(c1cccc(F)c1)N1CCCCN2[C@@H](CO)[C@@H](c3ccc(C#CC4(O)CCCC4)cc3)[C@@H]2C1	-0.9
Cc1cccc(S(=O)(=O)N2CCCCN3[C@H](CO)[C@H](c4ccc(-c5ccccc5)cc4)[C@H]3C2)c1	0.0
O=S(=O)(c1cccc(F)c1)N1CC[C@H]2[C@H](CO)Nc3ccc(C#Cc4ccccc4F)cc3[C@H]21	0.9
C[C@@H]1CN([C@@H](C)CO)S(=O)(=O)c2ccc(Br)cc2O[C@H]1CN(C)S(C)(=O)=O	0.6
CCCC(=O)N1CC2(C1)CN(C(=O)C1CCCC1)[C@@H](CO)c1[nH]c3cc(OC)ccc3c12	-0.3

(listing goes on)
SMILES	TcdB inh
C[C@@H]1CCCCO[C@H](CN(C)C(=O)CCCN(C)C)[C@@H](C)CN([C@H](C)CO)C(=O)c2cc(NS(=O)(=O)c3cn(C)cn3)ccc2O1	-0.2
C[C@H]1CN([C@@H](C)CO)C(=O)c2cccc(NC(=O)Nc3ccc(F)cc3)c2O[C@@H]1CN(C)Cc1ccc2c(c1)OCO2	0.2
CNC[C@H]1Oc2ccc(NC(=O)C3CC3)cc2C(=O)N([C@H](C)CO)C[C@H]1C	0.2
Cc1ccc(S(=O)(=O)Nc2ccc3c(c2)C(=O)N([C@H](C)CO)C[C@@H](C)[C@H](CN(C)C(=O)Nc2ccc(C(F)(F)F)cc2)OCCCC[C@@H](C)O3)cc1	0.5
COc1ccccc1S(=O)(=O)N(C)C[C@@H]1Oc2cc(C#CCC3CCCC3)ccc2S(=O)(=O)N([C@@H](C)CO)C[C@@H]1C	1.2
COc1ccc(C[C@@H]2CCc3cnnn3COC[C@H](c3ccccc3)NC2=O)cc1	-1.0
CN(C)C(=O)c1cccc(-c2ccc3c(c2)[C@@H]2[C@@H](CCN2Cc2nccs2)[C@@H](CO)N3)c1	0.3
Cc1ccc(S(=O)(=O)N2CC[C@@H]3[C@H]2c2cc(C#Cc4ccc(F)cc4)ccc2N[C@@H]3CO)cc1	0.5
C[C@@H]1CN([C@@H](C)CO)C(=O)c2cc(NC(=O)c3ccncc3)ccc2O[C@H]1CN(C)Cc1ccc(C(F)(F)F)cc1	0.6
O=C(C[C@H]1CC[C@H]2[C@@H](COC[C@@H](O)CN2S(=O)(=O)c2cccc(F)c2)O1)Nc1ccc(-c2ccccc2)cc1	1.0
Cc1ccc(S(=O)(=O)Nc2cccc3c2O[C@H](CN(C)S(=O)(=O)c2ccccc2)[C@H](C)CN([C@H](C)CO)C3=O)cc1	-0.2
COCC(=O)N(C)C[C@@H]1Oc2cc(-c3ccccc3)ccc2S(=O)(=O)N([C@@H](C)CO)C[C@H]1C	1.8
CO[C@@H]1CN(C)C(=O)c2cc(NC(=O)Nc3ccccc3)ccc2OC[C@H](C)N(C(=O)CN(C)C)C[C@@H]1C	0.8
COC(=O)C[C@@H]1C[C@H]2c3cc(NC(=O)C4CCOCC4)ccc3O[C@H]2[C@H](CO)O1	0.0
O=C(C[C@@H]1CC[C@H](NC(=O)C2CC2)[C@@H](CO)O1)NC1CCC1	1.0
COCC(=O)NC[C@H]1N[C@H](CO)[C@H]1c1ccc(-c2ccccc2F)cc1	-0.4
COc1ccc(NC(=O)Nc2ccc3c(c2)C(=O)N([C@@H](C)CO)C[C@H](C)[C@@H](CN(C)C(=O)Nc2ccc4c(c2)OCO4)OCCCC[C@H](C)O3)cc1	0.6
CCC(=O)N(C)C[C@@H]1Oc2cc(Br)ccc2S(=O)(=O)N([C@H](C)CO)C[C@@H]1C	0.6
C[C@H](CO)N1C[C@H](C)[C@H](CN(C)Cc2ccncc2)Oc2ncc(C#Cc3ccc(C(F)(F)F)cc3)cc2C1=O	1.3
C[C@H]1CN([C@@H](C)CO)C(=O)c2cc(-c3cccc(F)c3)cnc2O[C@@H]1CN(C)C(=O)c1cccc(F)c1	1.7
CN(C)c1ccc2c(c1)[C@@H]1C[C@@H](CC(=O)O)O[C@@H](CO)[C@@H]1O2	-35
C/C=C/c1ccc([C@@H]2[C@H](CO)N(C(C)=O)C23CN(C(=O)NC2CCCC2)C3)cc1	-1.3
CC(C)NC(=O)Nc1ccc2c(c1)C(=O)N([C@H](C)CO)C[C@H](C)[C@@H](CN(C)C(=O)Nc1ccc3c(c1)OCO3)OCCCC[C@H](C)O2	0.7
CCC(=O)Nc1ccc2c(c1)OC[C@@H](C)N(Cc1ccncc1)C[C@H](C)[C@@H](OC)CN(C)C2=O	-6.5
CN(C)CC(=O)Nc1ccc2c(c1)[C@@H]1C[C@@H](CC(=O)N3CCc4ccccc4C3)O[C@H](CO)[C@@H]1O2	0.0
C[C@H](CO)N1C[C@H](C)[C@@H](CN(C)C(=O)Cc2ccccc2)Oc2ncc(C3=CCCCC3)cc2C1=O	0.2
CCCN1[C@@H]2Cn3c(cccc3=O)[C@H]1[C@@H](C(=O)N1CCCCC1)[C@@H]2CO	0.2
C[C@@H]1CN([C@H](C)CO)S(=O)(=O)c2ccc(C3=CCCCC3)cc2O[C@H]1CN(C)Cc1cncnc1	0.2
COc1ccc(CN(C)C[C@H]2OCCCC[C@@H](C)Oc3ccc(NS(=O)(=O)c4ccc(C)cc4)cc3C(=O)N([C@@H](C)CO)C[C@@H]2C)cc1	-2.9
C[C@H]1CN([C@@H](C)CO)C(=O)c2cccc(NC(=O)Nc3ccccc3)c2O[C@@H]1CN(C)S(=O)(=O)c1ccccc1	0.5
Cc1noc(C)c1NC(=O)N(C)C[C@@H]1Oc2ccc(NC(=O)CCCCCC(=O)Nc3ccccc3N)cc2CC(=O)N([C@H](C)CO)C[C@@H]1C	-0.3
O=C(Nc1ccccc1F)N[C@H]1CC[C@H](CCNC(=O)C2CCCCC2)O[C@@H]1CO	1.2
CCCC#Cc1cnc2c(c1)C(=O)N([C@@H](C)CO)C[C@@H](C)[C@@H](CN(C)C(=O)Nc1c(C)noc1C)O2	-0.1
C[C@@H]1CN([C@@H](C)CO)C(=O)c2cc(NC(=O)CCCCCC(=O)Nc3ccccc3N)ccc2O[C@@H]1CN(C)C	-0.7
C[C@H]1CN([C@@H](C)CO)C(=O)Cc2cc(NC(=O)CCN3CCOCC3)ccc2O[C@@H]1CN(C)C(=O)Nc1ccc2c(c1)OCO2	-0.5
Cc1ccc(S(=O)(=O)N(C)C[C@@H]2Oc3ccc(NC(=O)Cc4cn(C)c5ccccc45)cc3C(=O)N([C@@H](C)CO)C[C@@H]2C)cc1	-1.4
O=C(NCC[C@H]1CC[C@@H](NC(=O)c2cccnc2)[C@H](CO)O1)Nc1ccc(Cl)cc1	0.4
